Compound activity: PubChem, NCI
NCI-60 one-dose screen, 48 h, at 10 µM unless noted. Numbers give growth in % (100 = growth as untreated, 0 = no growth, -100 = all killed).
NCI-H522 – NCI-H522 lung cancer; actives 8% (n = 78,000); AID 1794739
NCI-H226 – NCI-H226 lung cancer | actives 3.5% (n = 79,000) | AID 1794732
NCI-H23 – NCI-H23 lung cancer; actives 4% (n = 80,000)
NCI-H460 – NCI-H460 lung cancer | AID 1794736 | actives 6.8% (n = 82,000)
COLO 205 – COLO 205 colon cancer; actives 7.3% (n = 79,000); AID 1794742
RXF 393 – RXF 393 renal cancer cells | actives 6.9% (n = 77,000)
A498 – A498 renal cancer cells | actives 5.4% (n = 76,000)
NCI-H322M – NCI-H322M lung cancer. actives 2.7% (n = 80,000). AID 1794733
HT29 – HT29 colon cancer; actives 7.4% (n = 81,000); AID 1794748
Starred values were filed as active, the others as inactive; · = no result given. The calls were made as follows: active = growth percent below 10; inactive = the rest.

SMILES	NCI-H522	NCI-H226	NCI-H23	NCI-H460	COLO 205	RXF 393	A498	NCI-H322M	HT29
O=[N+]([O-])c1ccccc1SNc1ccccc1	82	95	100	88	99	91	52	87	102
COc1ccc2c(c1)C(CC(=O)NN)CCC2 (stereo unspecified)	·	101	93	109	113	115	93	·	112
Nc1ccc(NCc2c(-c3ccccc3)no[n+]2[O-])cc1	93	114	105	101	121	134	·	103	111
COc1cccc(-c2nc(-c3ccc(NS(C)(=O)=O)cc3)[nH]c2-c2ccnc(Br)c2)c1	64	72	81	78	79	24	60	75	59
COc1ccc(Nc2ccn(CCC(=O)NCCC(C)C)c(=O)c2)cc1	90	73	·	102	111	97	54	92	90
CCOC(=O)c1cc2c([nH]1)-c1oncc1CC2	98	109	102	103	112	115	108	119	98
COc1ccc(C(Cc2ccccc2)NCCCCO)cc1 (stereo unspecified)	56	106	97	110	73	112	108	90	57
Cc1ccc(S(=O)(=O)NCCSc2nc(-c3ccc(F)cc3)c(C#N)c(=O)[nH]2)cc1	97	100	100	107	115	115	89	102	110
O=[N+]([O-])c1ccc2c(c1)-c1ccccc1C2	·	107	97	103	109	104	60	129	103
Cn1c(=O)c2[nH]c(CCCCCC(=O)O)nc2n(C)c1=O	85	98	106	108	107	107	106	104	105
Nc1c(C(=O)Nc2ccc(Cl)cc2)cnn1-c1ccc(S(N)(=O)=O)cc1	90	102	94	101	176	108	99	108	104
Cc1sc2nc3ncc(-c4ccc(Cl)cc4)nn3c(=O)c2c1C	91	123	112	109	118	143	109	100	104
Cc1ccc(-c2nc3ccc(C(=O)N=Nc4c(O)[nH]c5ccc(Cl)cc45)cc3[nH]2)cc1	-81*	-18*	-84*	4.5*	3.7*	-68*	119	3.8*	13
NC(=O)c1ccc[n+](Cc2ccc(Cl)cc2Cl)c1	79	99	102	102	111	118	100	104	91
O=S(=O)(O)c1cc(N=Nc2ccc(O)c3ccccc23)ccc1/C=C/c1ccc(N=Nc2ccc(O)c3ccccc23)cc1S(=O)(=O)O	103	98	107	105	108	123	119	114	119
c1ccc(C2Cc3ccccc3C2=NC2CCCCC2)cc1 (stereo unspecified)	89	100	98	116	115	110	98	102	106
O=C(c1nc2ccccc2[nH]1)C1C(c2ccccc2)C2CSCN2[C@@]12C(=O)Nc1ccccc12 (stereo partly specified)	94	95	104	106	100	101	·	98	99
COc1cc(-c2nnc(SCC(=O)Nc3ccc(C(C)=O)cc3)o2)cc(OC)c1OC	94	96	94	104	105	122	98	102	103
CCCCCCCCCCCCCCCCCCOCC(COCCOCC[N+]1(CCCCCC(=O)[O-])CCCC1)Oc1ncccn1 (stereo unspecified)	13	56	46	24	-17*	28	74	101	23
CC(=O)c1nnn(C(C)C(N)=O)c1C (stereo unspecified)	91	103	104	102	117	108	86	106	102
NC(=S)c1ccc2ccccc2c1	105	92	110	106	100	108	96	93	117
O=C(O)/C=C\c1c[nH]c2nccnc12	107	103	97	108	117	109	·	114	114
CN(C[C@H]1Cc2c(cccc2NCCN2CCOCC2)CN1)[C@H]1CCCc2cccnc21	81	59	85	46	84	75	75	71	71
Oc1ccc(O)c2c1CN(Cc1ccccc1)C(=S)N(Cc1ccccc1)C2	88	102	103	110	119	114	89	107	109
O=C(NCCc1c[nH]c2ccccc12)C1CCN(S(=O)(=O)c2ccc3ccccc3c2)CC1	67	69	81	94	99	91	46	90	93
CNC1=C([N+](=O)[O-])C(c2ccccc2Cl)C(C#N)=C(c2cccs2)O1 (stereo unspecified)	94	101	106	111	116	112	119	105	111
C=CCSc1nc(-c2cc(OC)ccc2OC)cc(-c2ccccc2)c1C#N	72	95	88	99	97	90	·	95	80
Cc1ccc(-c2ccnc3c2c(-c2ccc(Cl)cc2)nn3-c2ccccc2)cc1	89	86	93	78	97	100	104	96	93
N[C@H]1CCC[C@@H](O)C1O (stereo partly specified)	117	100	106	109	111	110	112	106	115
COc1ccn2c(C(=O)c3ccc(Br)cc3)cc(C(C)=O)c2c1	82	76	99	98	108	·	62	96	104

Entries listed so far containing a thiophene ring, fused or not, in the order listed:
SMILES	NCI-H522	NCI-H226	NCI-H23	NCI-H460	COLO 205	RXF 393	A498	NCI-H322M	HT29
Cc1sc2nc3ncc(-c4ccc(Cl)cc4)nn3c(=O)c2c1C	91	123	112	109	118	143	109	100	104
CNC1=C([N+](=O)[O-])C(c2ccccc2Cl)C(C#N)=C(c2cccs2)O1 (stereo unspecified)	94	101	106	111	116	112	119	105	111

The list continues:
SMILES	NCI-H522	NCI-H226	NCI-H23	NCI-H460	COLO 205	RXF 393	A498	NCI-H322M	HT29
Cc1c(/C=C/C(=O)c2ccc3ccccc3c2)[n+]([O-])c2cc(F)ccc2[n+]1[O-]	79	90	95	101	107	113	92	97	94
O=C1CCC(N2Cc3c(C#CCCCNC(=O)c4cc5c(o4)C(=O)c4ccccc4C5=O)cccc3C2=O)C(=O)N1 (stereo unspecified)	-61*	·	-80*	-82*	·	-15*	·	-88*	-15*
CCCCCCCCCCCC[N+]1(CCCCCCCCCCCC)CCCC(C)C1 (stereo unspecified)	-90*	-77*	-92*	-91*	-99*	·	-88*	-86*	-92*
C=C(c1ccc(Cl)cc1)c1ccccc1Cl	95	103	102	107	112	111	104	107	91
CN1CCN(Cc2ccc(NC(=O)c3cncc(C#Cc4cnc5ccc(OCC6COC6)nn45)c3)cc2C(F)(F)F)CC1	-71*	-65*	-58*	-81*	-76*	-79*	-94*	-36*	-51*
CCOC(=O)c1cn(CCN2CCCCC2)c2nc(NCc3ccc(OC)c(OC)c3)nn2c1=O	95	94	95	106	104	103	118	·	102
Cc1cc2c(-c3nc4ccccn4c3NC34CC5CC(CC(C5)C3)C4)c(O)c(O)cc2c(O)c1-c1c(C)cc2c(-c3nc4ccccn4c3NC34CC5CC(CC(C5)C3)C4)c(O)c(O)cc2c1O	-5.0*	13	-1.9*	5.5*	6.8*	12	11	30	14
Nc1cc(S(=O)(=O)O)ccc1O	113	117	108	121	119	·	99	82	112
Cc1nc2c(nnn2-c2ccccc2)c2nc(-c3ccc([N+](=O)[O-])cc3)oc(=O)c12	104	92	110	112	117	107	95	106	115
O=C(Nc1ccc(-c2nc(-c3cccc(OCCN4CCOCC4)c3)c(-c3ccnc(Br)c3)[nH]2)cc1)Oc1ccccc1	86	96	93	102	112	70	101	96	109
O=C1OC(c2ccccc2)Sc2ccccc21 (stereo unspecified)	97	107	99	120	117	103	70	124	108
Cc1ccc(S(=O)(=O)Nc2c(C)cccc2C)cc1	113	107	97	110	107	116	89	83	112
COc1ccc(S(=O)(=O)NCCCNc2cc(-c3cn(C(C)(C)C)nc3-c3ccccc3)ccn2)cc1	72	87	63	81	51	66	27	92	32
CN1C(=O)N(C)C2Nn3c(s/c(=C\c4ccccc4F)c3=O)=NC21 (stereo unspecified)	40	102	87	85	72	95	87	78	39
O=C1/C(=C/c2ccccc2Br)COc2ccc(O)c(O)c21	-45*	86	46	14	82	10	116	33	48
O=C1/C(=C\c2ccc[nH]2)c2ccccc2N1c1c(Cl)cccc1Cl	82	84	84	92	89	66	56	83	93
O=C(CNc1nc(-c2ccccc2)cs1)Nc1ccc([N+](=O)[O-])cc1	-75*	29	-6.8*	35	-83*	·	109	6.6*	-45*
CNC(=O)c1cc(Oc2ccc3nc(NC(=O)c4cccc(C(F)(F)F)c4)sc3c2)ccn1	99	104	101	103	112	106	87	103	106
CCCNC(=O)/C(=C/c1c[nH]c2ccccc12)NC(=O)/C=C/c1cccs1	93	99	98	107	129	112	109	95	100
NC(=O)Cc1ccc2ccccc2c1	100	110	104	111	105	·	117	·	109
OC(c1ccccc1)c1nn(CN2CCOCC2)c(=S)n1CCc1ccccc1 (stereo unspecified)	89	·	97	113	116	·	106	105	145
CCCCCCCCCCCCCCCCC(Oc1ccc(Cl)cc1Cl)C(=O)O (stereo unspecified)	113	101	94	102	123	96	100	104	124
CCCc1cc(=O)oc2c3c(c4c(c12)OC(C)(C)C=C4)OC(C)[C@H](C)[C@@H]3O (stereo partly specified)	51	82	87	89	102	·	82	82	69
CC1=CC(=NC(=O)CBr)C=C/C1=N\S(=O)(=O)c1ccccc1	-80*	68	80	98	60	82	97	107	40
O=C(O)C1[S][Sb]([CH](C(=O)O)[CH](C(=O)O)[Sb]2[S]C(C(=O)O)C(C(=O)O)[S]2)[S]C1C(=O)O (stereo unspecified)	42	105	104	85	114	103	101	96	81
C/C(Cc1ccccc1)=N\O	106	112	109	107	116	112	103	110	101
COC1CCC(N2C(=O)CNc3ncc(-c4ccc(C(C)(C)O)nc4)nc32)CC1 (stereo unspecified)	-10*	8.1*	16	12	-7.3*	-28*	-24*	-5.6*	5.4*
CN(C)S(=O)(=O)n1cnc([C@H]2c3c(ncn3Cc3ccccc3)C[C@H]3COC(=O)[C@@H]32)c1	113	107	101	111	141	96	84	118	102
C#C[C@]1(O)CCC[C@H]2[C@@H]3CC[C@@H]4C[C@H](OC(C)=O)CC[C@]4(C)[C@H]3C(=O)C[C@@]21C	·	109	93	102	109	117	74	110	98
N#Cc1c(-c2ccccc2Cl)cc(-c2c[nH]c3ccccc23)[nH]c1=O	71	64	70	66	114	49	116	73	107

Some of these compounds in order of count of non-hydrogen atoms, descending:
SMILES	NCI-H522	NCI-H226	NCI-H23	NCI-H460	COLO 205	RXF 393	A498	NCI-H322M	HT29
CNC(=O)c1cc(Oc2ccc3nc(NC(=O)c4cccc(C(F)(F)F)c4)sc3c2)ccn1	99	104	101	103	112	106	87	103	106
CN(C)S(=O)(=O)n1cnc([C@H]2c3c(ncn3Cc3ccccc3)C[C@H]3COC(=O)[C@@H]32)c1	113	107	101	111	141	96	84	118	102
O=C(O)C1[S][Sb]([CH](C(=O)O)[CH](C(=O)O)[Sb]2[S]C(C(=O)O)C(C(=O)O)[S]2)[S]C1C(=O)O (stereo unspecified)	42	105	104	85	114	103	101	96	81
COC1CCC(N2C(=O)CNc3ncc(-c4ccc(C(C)(C)O)nc4)nc32)CC1 (stereo unspecified)	-10*	8.1*	16	12	-7.3*	-28*	-24*	-5.6*	5.4*
C#C[C@]1(O)CCC[C@H]2[C@@H]3CC[C@@H]4C[C@H](OC(C)=O)CC[C@]4(C)[C@H]3C(=O)C[C@@]21C	·	109	93	102	109	117	74	110	98
CCCNC(=O)/C(=C/c1c[nH]c2ccccc12)NC(=O)/C=C/c1cccs1	93	99	98	107	129	112	109	95	100
O=C(CNc1nc(-c2ccccc2)cs1)Nc1ccc([N+](=O)[O-])cc1	-75*	29	-6.8*	35	-83*	·	109	6.6*	-45*
O=C1/C(=C\c2ccc[nH]2)c2ccccc2N1c1c(Cl)cccc1Cl	82	84	84	92	89	66	56	83	93
CC1=CC(=NC(=O)CBr)C=C/C1=N\S(=O)(=O)c1ccccc1	-80*	68	80	98	60	82	97	107	40
O=C1/C(=C/c2ccccc2Br)COc2ccc(O)c(O)c21	-45*	86	46	14	82	10	116	33	48
NC(=O)Cc1ccc2ccccc2c1	100	110	104	111	105	·	117	·	109
C/C(Cc1ccccc1)=N\O	106	112	109	107	116	112	103	110	101

Other compounds.
SMILES	NCI-H522	NCI-H226	NCI-H23	NCI-H460	COLO 205	RXF 393	A498	NCI-H322M	HT29
COc1ccc(-c2nn(Cc3ccccc3)c3c2-c2oncc2CC3)cc1OC	99	131	105	96	136	·	57	112	108
CCOC(=O)NNC(=O)c1ccc(-n2nc(-c3ccccc3)c3ccccc32)cc1	77	88	97	98	92	92	76	84	86
CN(C)c1oc(C2OC2c2ccccc2)nc1C#N (stereo unspecified)	88	81	95	109	95	87	123	82	93
Cc1cc(C)c(N2C(=O)CC(Nc3ccc(Cl)c(Cl)c3)C2=O)c(C)c1 (stereo unspecified)	92	93	96	102	125	94	·	94	105
CSc1ccnc(N)n1	84	93	101	98	109	91	92	108	114
COc1ccc(-c2nn(-c3ccccc3)cc2/C=C2\SC(=S)N(c3ccc(Cl)cc3)C2=O)cc1	82	86	87	67	98	82	45	83	104
CCOc1ccc(/C=C2/C(=O)N=C(NC(C)=O)N2C)cc1	95	103	98	105	109	109	95	108	103
Cc1cc(Nc2nc(N3CCC(N4CCN(C)CC4)CC3)nc3ccccc23)n[nH]1	49	68	88	73	48	·	55	92	46
COc1ccc(OC)c(C2C(C#N)=C(N)N(c3ccc(F)cc3F)C3=C2C(=O)CC(C)(C)C3)c1 (stereo unspecified)	98	102	103	109	105	·	102	107	108
CC(C)(CCC(=O)N1CCSCC1)c1ccccc1	·	99	105	118	103	104	88	138	113
CC(=O)Nc1ccc(/C=N\NC(=O)N/N=C/c2ccc(NC(C)=O)cc2)cc1	103	85	102	104	103	107	104	100	102
NC(=O)c1cccc(-n2ccc3cc(NC(=O)c4ccccc4)ccc32)n1	95	104	68	14	81	108	79	75	32
ClC(Cl)c1nc(-c2cccnc2)n2nc(-c3ccccc3)cc2n1	-20*	66	-39*	-32*	-53*	-51*	58	46	-13*
COc1cc(/C=C/C(=O)c2ccc(N3CCNCC3)cc2)ccc1F	61	87	93	97	83	102	101	73	50
CCOC(=O)c1sc(Nc2cccc(Nc3nc(C)c(C(=O)OCC)s3)c2)nc1C	61	76	79	98	104	95	49	95	107
O=S(=O)(O)c1ccc(N/N=C/c2ccccc2Cl)cc1	97	111	108	109	112	125	100	108	100
Cc1ccc(C(=O)Nc2ccc(-n3ccnc3)c(C(F)(F)F)c2)cc1C#Cc1cnc2cccnn12	-20*	-52*	13	19	22	-20*	-6.5*	44	18
CC1CC(=O)c2ccccc2C1C (stereo unspecified)	88	·	99	109	99	115	130	98	101
COc1cc(-c2ccc[nH]2)[nH]c1/C=C1\N=C(C)C(C(=O)CCC(=O)Nc2ccc(-c3c4nc(c(-c5ccccc5)c5ccc([nH]5)c(-c5ccccc5)c5nc(c(-c6ccccc6)c6ccc3[nH]6)C=C5)C=C4)cc2)=C1C	103	98	99	100	104	97	99	102	98
Clc1ccc2c(NCCCN3CCOCC3)c3oc4ccc(Cl)cc4c3nc2c1	45	38	·	13	45	22	50	48	34
CC(C)Sc1nc(NCCc2c[nH]c3ccccc23)c(C#N)c(-c2ccc(F)cc2)n1	40	54	46	5.3*	29	-3.7*	42	85	-6.2*
Oc1c(CN2CCOCC2)cc(COCc2ccccc2)c2cccnc12	4.4*	43	39	16	63	59	50	15	88
